Assay outcomes: PubChem BioAssay, National Center for Advancing Translational Sciences (NCATS)
ERK EGF block – qHTS Assay for Inhibitors of the ERK Signaling Pathway using a Homogeneous Screening Assay; Stimulation with EGF; HEK293-V1b, EGF-stimulated phospho-ERK AlphaScreen; Potency, µM (highest dose often 11.5 µM), for the others: at the top dose activity change, negative = inhibition, most hits filed as inhibitors; 0.41% of 130,000 active; AID 1454, 2008; active = well fitted inhibition curve with a large enough effect; inconclusive = small, poorly fitted or top-dose-only effect, or effect the other way;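 also: plate controls were stimulated vehicle wells for no effect and unstimulated vehicle basal for full effect; nearly all actives have a fitted effect of over 55% in size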
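Phospho-ERK1/2 measured by AlphaScreen (SureFire) after 5 min 25 nM EGF stimulation of V1b-expressing HEK293 cells preincubated 30 min at 37C with titrated compounds; data scaled to DMSO and EGF controls, Hill-fitted AC50.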
An asterisk follows results filed as active; ? = inconclusive; [ ] = another dose, or the depositor's remark. Potency is read from the fitted curve at half-maximal effect. Only part of the results is shown; rates above refer to the full screens.

A first look, 3 compounds:
No.	Structure	ERK EGF block
1	CC(=O)c1ccc(Sc2nnc(C)s2)c([N+](=O)[O-])c1	-3.8%
2	O=[N+]([O-])/C(C(Cl)=C(Cl)Cl)=C(/NC1CC1)Sc1ccccc1	5.2%
3	N#Cc1ccsc1NC(=O)COC(=O)c1ccc2ccccc2c1	6.9%

The whole of this part, previewed entries included:
No.	Structure	ERK EGF block
1	CC(=O)c1ccc(Sc2nnc(C)s2)c([N+](=O)[O-])c1	-3.8%
2	O=[N+]([O-])/C(C(Cl)=C(Cl)Cl)=C(/NC1CC1)Sc1ccccc1	5.2%
3	N#Cc1ccsc1NC(=O)COC(=O)c1ccc2ccccc2c1	6.9%
4	O=C(O)Cn1ccc2ccccc21	-0.7%[57.5 µM]
5	CC(C(=O)Nc1ccccc1)N1C(=O)c2ccccc2C1=O (stereo unspecified)	-14.6%
6	CC1(OC(=O)c2ccc(Cl)nc2)C(=O)C=C2C=C(c3ccsc3)OC=C2C1=O (stereo unspecified)	-6.0%
7	O=C(CCc1ccccc1)c1c(O)cc(O)cc1O	-0.5%[57.5 µM]
8	CC(C)(C)OC(=O)N1Cc2cc3ccccc3nc2C1CO (stereo unspecified)	2.4%[57.5 µM]
9	Cc1ccc(O)c(C=Nc2cc(C)ccc2O)c1	-1.1%
10	O=C(O)Cn1cnc2c(oc3ccccc32)c1=O	2.2%[57.5 µM]
11	CCOC(=O)CC1CCCCN1Cc1nc(-c2ccc(F)c(OC)c2)oc1C (stereo unspecified)	12.3%
12	CC(/C=C/c1ccccc1)=N\NC(=O)CSc1ccccn1	2.7%
13	Cc1ccc(-n2c(=O)[nH]c3ncccc3c2=O)cc1	4.2%
14	COC(=O)Cc1c(O)ccn(CCc2c[nH]c3ccc(OC)cc23)c1=O	-1.7%[57.5 µM]
15	Cc1ccc(NC(=O)CN2CCC(Cc3ccccc3)CC2)cc1S(=O)(=O)N(C)C	1.6%
16	COc1cc(OC)cc(C(=O)N[C@H](C(=O)Nc2ccc(NC(C)=O)cc2)C(C)C)c1	-10.8%
17	Cc1cc(C)n(-c2ccc(Oc3ccccc3)c(S(=O)(=O)O)c2)n1	-0.1%
18	C=CCn1c2ccccc2n2nc(C)c(=O)nc12	-9.6%
19	Cc1cccc(C)c1NS(=O)(=O)c1ccc2c(c1)NC(=O)CO2	-21.0%
20	CCNC(=O)c1ccccc1SCc1ccccc1	-0.9%
21	COc1ccc(Br)cc1/C=C/C(=O)c1ccc(NC(C)=O)cc1	2.6%
22	COc1ccc(-n2c(SCC(=O)Nc3ccc(Br)cc3)nc(O)cc2=O)cc1	-4.9%[57.5 µM]
23	CC(C)Cc1nc(Cl)c(C#N)c2c1CCC2	-6.0%[57.5 µM]
24	O=C(CN(C(=O)c1csnn1)c1cccc(F)c1)NCc1ccc(F)cc1	0.1%
25	CCOC(=O)c1ccc(N2CCN(c3ccc(F)cc3)CC2)c(NC(=O)Nc2cccc(OC)c2)c1	-5.0%
26	NC(=O)CC1NC(=O)c2cc([N+](=O)[O-])cc(I)c2OCCC(C(N)=O)NC(=O)[C@@H]2CCCN2C1=O (stereo partly specified)	-7.0%
27	CCNC(=S)N/N=C/c1cn(Cc2ccccc2F)c2ccccc12	14.9%
28	COc1ccc(Nc2nc(C)nc3c2nnn3Cc2ccccc2)cc1OC	-12.2%
29	CCOc1ccc(Br)cc1S(=O)(=O)Nc1ccc(NC(=O)c2ccccc2C)cc1	-7.5%
30	CC(=O)Nc1ccc(NC(=S)NC(=O)/C=C/c2ccc(Cl)cc2)cc1	4.5%
31	Cc1ccc(O)c(NC2=C(Cl)C(=O)N(Cc3ccccc3)C2=O)c1	?
32	Cc1ccc(-n2nc(C)c(Sc3ccccc3[N+](=O)[O-])c2N)cc1	-7.1%
33	CCOC(=O)C1(CC2CCCCO2)CCN(S(=O)(=O)c2cc(C)cs2)CC1 (stereo unspecified)	-3.2%
34	CCN1CCN(Cc2cc(=O)oc3ccc(C)cc23)CC1	8.9%[57.5 µM]
35	CCOCCCN(C(=O)Cn1nnc(-c2ccc(C)o2)n1)C(C(=O)NCC1CCCO1)c1ccc(F)cc1 (stereo unspecified)	-8.6%[57.5 µM]
36	Nc1nc(N)c2sc3nc(C(F)(F)F)cc(C(F)(F)F)c3c2n1	-4.9%
37	O=C(C(=O)N1CCCC1CO)N1CCCC1CO (stereo unspecified)	-6.7%
38	CC(c1c(O)c2ccccc2[nH]c1=O)C1(C)CCC(O)C(C)(C)O1 (stereo unspecified)	-4.1%[57.5 µM]
39	NCCC[C@@H](CC(=O)N[C@@H]1CCNC[C@H]1C(=O)N[C@H](CC(=O)N[C@@H](CCC(=O)O)CC(=O)O)Cc1c[nH]c2ccccc12)NC(=O)C[C@H](CO)NC(=O)[C@@H]1CNCC[C@H]1N	-2.1%
40	Cc1c(CCC(=O)O)c(=O)oc2cc3occ(-c4ccccc4)c3cc12	-9.0%[57.5 µM]
41	COc1ccccc1NS(=O)(=O)c1ccc(NN=C2CCCCC2)c([N+](=O)[O-])c1	?
42	COc1cc(CNCc2cccnc2)ccc1OCC(=O)NC(C)(C)C	8.0%
43	N#Cc1cnn2c(-c3cccc(C(F)(F)F)c3)ccnc12	33.2%[57.5 µM]
44	N#C/C(=C\c1ccc(-c2cccc([N+](=O)[O-])c2)o1)c1nnc(N2CCOCC2)n1-c1ccccc1	-6.2%
45	Cc1cc2cc(CNC(=O)Cc3ccc([N+](=O)[O-])cc3)ccc2[nH]1	-1.7%
46	CCn1cc(CNC(=O)c2ccc(C)s2)cn1	-5.4%
47	COc1cccc(OCC(O)CN2CCN(c3ccccc3)CC2)c1 (stereo unspecified)	-11.6%[57.5 µM]
48	NC(=O)c1ccsc1NC(=O)c1coc2ccccc2c1=O	-6.4%
49	Cc1ccc(Cl)cc1N1CCN(C(=O)c2cccc3c(=O)c(C)c(-c4ccccc4)oc23)CC1	-5.7%
50	N#Cc1ccc(CN2CC3(CCN(C(=O)c4cccc(F)c4)CC3)C2)cc1	-6.2%
51	COc1ccc(C(C(=O)NC2CCCC2)N(CC2CCCO2)C(=O)Cc2cccs2)cc1OC (stereo unspecified)	-5.9%
52	CCN(CC)CCCNc1nc(CN2CCOCC2)nc2sc3c(c12)CCC3	-1.5%
53	CC/C(=C/c1sc2ccc(C)cc2[n+]1CCCS(=O)(=O)[O-])SC	-3.2%
54	CCC(CC)NC(=O)/C=C/c1ccccc1Cl	-3.6%
55	Cc1ccc(S(=O)(=O)Nc2ccc(Oc3cccnc3)nc2)cc1	-6.1%[57.5 µM]
56	O=C(N/N=C\c1ccccc1OCc1ccccc1)c1ccco1	3.1%
57	CN(C(=O)CSc1nnc(-c2cccc(F)c2)n1N)C1CCS(=O)(=O)C1 (stereo unspecified)	-0.9%[57.5 µM]
58	O=c1[nH]c(CSc2nc3ccccc3s2)nc2cc(Cl)ccc12	-4.9%[57.5 µM]
59	CCN(CC)c1ccc(/C=C(\C#N)c2ccccn2)cc1	?
60	COc1ccc(-c2c(C#N)c(N)nc3sc(C(=O)c4ccccc4)c(N)c23)cc1	?

Continuation:
No.	Structure	ERK EGF block
61	O=C(Nc1ccccc1)Nc1ccc(F)cc1F	-6.8%
62	COC(=O)c1ccc(NC(=O)C(=O)NCC2CCCO2)cc1 (stereo unspecified)	0.6%
63	Cc1ccc([N+](=O)[O-])cc1-c1ccc(/C=N\n2nnnc2N)o1	-2.5%
64	CS(=O)(=O)N(CC(=O)NCc1ccccn1)Cc1ccc(Cl)cc1	-1.5%
65	O=C(COC(=O)c1ccc(O)cc1)Nc1ccc(Cl)cc1	14.6%
66	NS(=O)(=O)c1ccc(NC(=O)COC(=O)c2cnc(Cl)c(Cl)c2)cc1	-12.5%[57.5 µM]
67	O=C(Nc1ccccc1)N1CCN(c2ccc(F)cc2)CC1	1.0%
68	CC1(c2nnc(Cc3ccccc3)o2)CC(c2ccc([N+](=O)[O-])cc2)=NO1 (stereo unspecified)	-5.1%[57.5 µM]
69	c1ccc(-c2noc(-c3cccs3)n2)nc1	15.3%
70	Cc1ccc(N2C(=O)c3ccc(C(=O)N4CCOCC4)cc3C2=O)cc1C	6.4%
71	O=C(Nc1cc(S(=O)(=O)N2CCOCC2)ccc1O)c1ccc(NS(=O)(=O)c2ccc(Cl)s2)cc1	1.8%
72	Cc1cnc(C(=O)OCC(=O)NC(C)CCc2ccccc2)cn1 (stereo unspecified)	7.4%
73	CCN(CC)CCCNC(=O)C(C)Sc1nc(-c2ccccc2)cc(C(F)(F)F)n1 (stereo unspecified)	-4.0%[57.5 µM]
74	CC(C)NS(=O)(=O)c1ccc(OCC(=O)Nc2ccc(F)cc2)cc1	7.4%[57.5 µM]
75	CC(C)(C)C1CCC(OC(=O)CN2CCCCC2)CC1 (stereo unspecified)	19.1%[57.5 µM]
76	O=C(Cn1cc(C(=O)c2ccco2)c2ccccc21)NC1CCCCC1	-3.0%
77	C(=N\Nc1ccccn1)/c1c[nH]c2ccccc12	-5.8%[57.5 µM]
78	CCCCCCCCCCCCCCCC(=O)N[C@H](CN1CCOCC1)[C@H](O)c1ccccc1	-2.3%
79	CC(O)[C@@H](C(=O)N1CCNCC1)n1cc(CCCCN)nn1 (stereo partly specified)	3.7%[57.5 µM]
80	C[C@@H](C(=O)O)c1ccc(-c2ccccc2)c(F)c1	-3.1%
81	CC(=O)/C(=N/Nc1ccc(C)cc1)Sc1nnc(CCc2ccccc2)n1-c1ccccc1	3.5%
82	Cn1c(S(=O)(=O)O)nc2ccccc21	1.1%[57.5 µM]
83	COc1ccc(C(=O)N2CCCC(c3ccccc3)=N2)cc1	0.4%
84	CC/C=C\C/C=C\C/C=C\C/C=C\C/C=C\C/C=C\CCC(=O)NCCCC(=O)O	-11.1%
85	CCNC(=O)NC(=O)C(C)OC(=O)CCCSc1nc2ccccc2s1 (stereo unspecified)	4.1%
86	Cc1cccc(Cn2cnc3c(N)c(C)c(C)cc32)c1	-5.0%
87	CCN(CC)S(=O)(=O)c1ccc2c(c1)nc(CCC(=O)Nc1ccc(N3CCOCC3)cc1)n2C	-2.1%
88	CCCc1[nH]n(-c2ccc(F)cc2)c(=O)c1C=Nc1cccc(F)c1	1.3%
89	O=[N+]([O-])c1cc(-c2nnc(Nc3ccccc3)c3ccccc23)ccc1N1CCOCC1	-1.0%
90	CCC(C)(C)NC(=O)Cn1c(-c2ccc(C)cc2)noc1=O	-4.1%[57.5 µM]
91	CCOc1cc2c(cc1C=O)OC(C)C2 (stereo unspecified)	6.3%
92	COCCNC(=S)N1CCN(C/C=C/c2ccccc2)CC1	4.3%
93	Cc1sc2ncnc(SCC(=O)NC(C)(C)C)c2c1C	3.6%
94	COC(C[C@@H](O)CC(=O)[C@@H](C)OCc1ccccc1)OC	-4.1%[57.5 µM]
95	CCCN(CCC)C(=O)COc1cc(=O)n(CC)c2ccccc12	1.0%
96	c1ccc(CCn2nnnc2C(c2cccnc2)N2CCOCC2)cc1 (stereo unspecified)	2.1%
97	COc1cc(-c2nc3ccccn3c2/N=C/c2cccc(F)c2)ccc1O	-7.4%
98	NC(=O)c1cccnc1OCC(F)(F)F	-3.7%[57.5 µM]
99	COC(=O)CC1(C(=O)OC)Oc2ccc(Br)cc2C(=O)N1c1cc(Cl)cc(Cl)c1 (stereo unspecified)	14.2%[57.5 µM]
100	COC(=O)CSc1nnc(CNC(=O)c2ccc(OC)c(OC)c2)n1C	2.5%
101	C=C[C@](C)(O)CCC=C(C)C	30.2%
102	NC(=O)CC1Nc2cccc3cccc(c23)NC1=O (stereo unspecified)	9.6%
103	O=C1NCCc2c1[nH]c1ccc([N+](=O)[O-])cc21	-0.6%
104	CCOC(=O)c1ccc([N+](=O)[O-])cc1NC(C)=O	2.2%
105	COc1ccc(-c2n[nH]c(C)c2-c2cnn(-c3ccccc3)c2)c(O)c1	-9.1%
106	COc1cccc(C(=O)N2C(C(=O)O)CSC2c2ccccc2Cl)c1 (stereo unspecified)	10.0%
107	Cc1cccc(N2CCN(C(c3ccccc3)c3nnnn3C(C)(C)C)CC2)c1C (stereo unspecified)	-0.6%
108	CCOC(=O)C1CCN(Cc2nc3ccc([N+](=O)[O-])cc3c(=O)n2-c2ccc(OC)cc2OC)CC1	6.9%
109	COC(=O)CN(C(=S)Nc1ccc(F)cc1)C1CC(=O)N(c2ccccc2)C1=O (stereo unspecified)	1.8%
110	CSc1nc(Cl)c(Cc2ccc(OCC(C)C)cc2)c(N2CCOCC2)n1	3.1%
111	CCC(=O)N(CCC1(c2ccccc2OC)CCOC(C(C)C)C1)Cc1ccco1 (stereo unspecified)	-1.3%[57.5 µM]
112	COc1ccccc1/C=N/NC(=O)c1ccc(=O)n(C)c1	1.2%
113	COc1ccc(/C=C/C(=O)NCCC(=O)N2CCCN(C)CC2)cc1	-4.5%
114	COc1ccc(CN2CC(=O)N(c3ccc(C)cc3C)C2=S)cc1OC	-6.6%
115	Cc1nnc(SCC(=O)NNC(=O)COc2ccc(Cl)cc2)s1	1.9%
116	CC(C)Sc1snnc1-c1ccccc1	-0.2%
117	CC(=O)Nc1nc(C2CC2)cc(-c2ccccc2)c1C#N	6.6%
118	S=C(Nc1ccccc1)Nc1ccccc1Br	-2.9%[57.5 µM]
119	Cc1c(C(=O)OCC(=O)Nc2ccc(S(N)(=O)=O)cc2)oc2c1ccc1ccccc12	?
120	COc1cccc(NC(=S)NNC(=O)CCn2cc([N+](=O)[O-])cn2)c1	1.9%
121	COC(=O)c1sccc1N/N=C/c1cccc(Oc2ccccc2)c1	3.6%
122	CCN(CC)CCC(c1cc(OC)c(OC)c(OC)c1)c1c(OC)cc(OC)c2c(-c3ccccc3)cc(=O)oc12 (stereo unspecified)	2.1%[57.5 µM]
123	COC(=O)COc1cccc2c(=O)n(CC(=O)N3CCCCC3)ccc12	6.4%[57.5 µM]
